FUS yeast rescue: qHTS for Suppressors of FUS Proteinopathy: Primary screen using FUS-linked yeast assay | S. cerevisiae FUS-expressing, growth rescue, OD600, 24 h | Potency, µM (titrated, usually from 76.6 µM), for inactives: at the highest dose growth rescue (activation), usual class: activators | 390,000 tested, 0.24% active | AID 1347120, 2019;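 further: potency means the concentration at half of the fitted maximal effect; plate controls were DMSO vehicle for no effect and reference control for full effect; nearly all actives have a fitted effect of over 55% in size; some results filed as inactive show a strong effect at the top dose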
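Read-out: OD at 600 nm after 24hr at 30C, reporting rescue of FUS-induced yeast toxicity. Cells at OD 0.005 in galactose (2%) minimal medium; compounds tested in a dilution series; CP55940 titration from 92uM final as control.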
Abeta rescue: qHTS for compounds that reverse cellular toxicity of Amyloid beta (A-beta) peptide in yeast: Primary Screen. yeast expressing A-beta42, growth rescue, OD600, 48 h; response scale: 0% DMSO, 100% iron-clioquinol control. Potency, µM (doses to about 46.1 µM), without a hit: at the top dose growth rescue, most hits filed as activators. 410,000 tested, 0.063% active; further: potency means the concentration at half of the fitted maximal effect; nearly all actives have a fitted effect of over 55% in size
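Yeast growth medium received pinned compounds, then yeast cells expressing toxic A-beta were added; plates incubated at 30 C for 48 hr. Growth read as absorbance at 600 nm, normalized to DMSO and equimolar FeCl3 plus clioquinol controls.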
PLK1 PBD inh: qHTS for Inhibitors of PLK1-PDB (polo-like kinase 1 - polo-box domain): Primary Screen; AID 720504, 2013; 360,000 tested, 2.8% active; Plk1 PBD binding of FITC phosphopeptide, fluorescence polarization; Potency, µM, for the others: max response, negative = inhibition, hits mostly inhibitors; further: potency means the concentration at half of the fitted maximal effect; series mostly up to about 57 µM; on the % scale 0 is the no-effect control and ±100 the full control effect; nearly all actives have a fitted effect of over 65% in size
EPAC1 antagonist: qHTS for Antagonist of cAMP-regulated guanine nucleotide exchange factor 3 (EPAC1): primary screen | EPAC1 GEF assay, Rap1b-BODIPY-GDP exchange fluorescence | AID 720709, 2013 | Potency, µM (top dose mostly 115 µM), without a hit: at the top dose activity change, negative = inhibition, usual class: inhibitors | Rap guanine nucleotide exchange factor 3 (Homo sapiens), O95398 | 360,000 tested, 0.14% active;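 further: potency means the concentration at half of the fitted maximal effect; plate controls were vehicle for no effect and positive control for full effect; nearly all actives have a fitted effect of over 50% in size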
aSyn rescue: qHTS of alpha-syn Inhibitors. Potency, µM (titrated, usually from 46.1 µM), without a hit: at the top dose growth rescue (activation), usual class: activators. 370,000 tested, 0.14% active. Yeast expressing alpha-synuclein, growth rescue, BacTiter-Glo, 24 h. AID 652106, 2013; further: potency means the concentration at half of the fitted maximal effect; % of control where 0% means no effect; nearly all actives have a fitted effect of over 65% in size
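Galactose-induced alpha-syn yeast (OD600=0.02, raffinose-pregrown) + pinned cpd, 24 hr, 30 deg C; growth by BacTiter-Glo luminescence. Growth restoration scores as activation.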
EPAC1 agonist: qHTS for Agonist of cAMP-regulated guanine nucleotide exchange factor 3 (EPAC1): primary screen | Potency, µM (highest dose often 154 µM), for inactives: at the highest dose activation, usual class: activators | 360,000 tested, 0.073% active | EPAC1 agonist qHTS, biochemical assay; response scale: 100% = response to 6.5 mM cAMP; further: potency means the concentration at half of the fitted maximal effect; nearly all actives have a fitted effect of over 60% in size
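EPAC1 100 nM, Rap1B–BODIPY-GDP 250 nM, unlabeled GDP 50 uM; compound titration; 5 min RT; kinetic read ex480/em540 at 5-min intervals ×30 min; data normalized to 6.5 mM cAMP agonist control.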
PI5P4Ka inh: qHTS for Inhibitors of phosphatidylinositol 5-phosphate 4-kinase (PI5P4K); Phosphatidylinositol 5-phosphate 4-kinase type-2 alpha (Homo sapiens), P48426; PI5P4Kalpha enzyme, ADP-Glo luminescence, 60 min; active compounds read low; max response, %; 330,000 tested, 1.2% active; AID 652105, 2013; active means max response of -50% or lower; inconclusive means between -30% and -50%; inactive means -30% or higher; further: value at the top dose of about 77 µM; on the % scale 0 is the no-effect control and ±100 the full control effect
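ADP-Glo luminescence end-point after a 60 min room-temperature kinase reaction. PI5P4Kalpha and substrate in HEPES pH 7.4 buffer with EGTA, 0.1% CHAPS and 5% DMSO; ATP at 5 microM final.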
WRN inhibitor: qHTS for Inhibitors of WRN Helicase. 360,000 tested, 0.46% active. Potency, µM (series often up to 114 µM), for the others: at the highest dose activity change, negative = inhibition, usual class: inhibitors. WRN helicase unwinding, fluorescent forked duplex, kinetic; further: potency means the concentration at half of the fitted maximal effect; on the % scale 0 is the no-effect control and ±100 the full control effect; nearly all actives have a fitted effect of over 55% in size
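Screening of the MLSMR collection measured strand separation of a quenched forked DNA duplex (100 nM) by 20 nM WRN with 2 mM ATP, all final. Compounds were preincubated with enzyme 15 min at room temperature.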
IL-2 act: qHTS of IL-2 Activators | IL-2 activation reporter assay, cell-based qHTS; stimulated with anti-CD3/CD4/CD28 beads; in transgenic mouse T cells | activation, % (series mostly up to about 46 µM) | 360,000 tested, 0.065% active | AID 652025, 2013; in the data active means activation above about 50%; inconclusive means mostly about 30% to 49%; further: 0% is about no effect
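Using fluorescent plate cytometry, EGFP and DsRed are detected in transgenic mouse T cells stimulated 18 h at 37 degrees C with antibody-coated beads after 60 min compound pretreatment.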
The depositor's hits bear a star; [ ] = another dose, or the depositor's remark. Unless noted, the call rests on the fitted dose curve; in most records, active means well fitted curve in the direction sought with a large enough effect; inconclusive means small, poorly fitted or top-dose-only effect, or another doubt; inactive means no such curve, though single readings can be large; an effect the other way counts as inactive or inconclusive.

What do the screens show for `COc1cc(C2C(C#N)=C(N)Oc3c2c(-c2ccccc2)nn3-c2ccccc2)cc(OC)c1OC` (stereo not given)?
Abeta rescue: -7%; PLK1 PBD inh: -1%; EPAC1 antagonist: -16%; aSyn rescue: -29%; EPAC1 agonist: 8%; PI5P4Ka inh: -13; WRN inhibitor: -16%; IL-2 act: -3.7

What do the screens show for `Cn1cc(C(=O)N/N=C/c2cccc(O)c2)ccc1=O`?
FUS yeast rescue: 17%; Abeta rescue: 2%; PLK1 PBD inh: -20%; EPAC1 antagonist: 3%; aSyn rescue: -3%; EPAC1 agonist: 11%; PI5P4Ka inh: -5; WRN inhibitor: 6%; IL-2 act: 0.5

How did CCOC(=O)C1CCCNC1=O (stereo not given) do in these assays?
FUS yeast rescue: -4%; Abeta rescue: -9%; PLK1 PBD inh: 3%; EPAC1 antagonist: 7%; aSyn rescue: 1%; EPAC1 agonist: -3%; PI5P4Ka inh: -2; WRN inhibitor: 6%; IL-2 act: -3.1

How did Cc1ccc(S(=O)(=O)/N=C(/c2ccc(F)cc2)N2CCCCC2)cc1 do in these assays?
FUS yeast rescue: 13%; Abeta rescue: -8%; PLK1 PBD inh: -9%; EPAC1 antagonist: 2%; aSyn rescue: 1%; EPAC1 agonist: 8%; PI5P4Ka inh: -1; WRN inhibitor: 0%; IL-2 act: -2.1

What do the screens show for `COc1ccc(C(=O)n2nc(C)c(Br)c2C)cc1`?
FUS yeast rescue: -5%; Abeta rescue: -6%; PLK1 PBD inh: -5%; EPAC1 antagonist: 6%; aSyn rescue: -3%; EPAC1 agonist: -13%; PI5P4Ka inh: 7; WRN inhibitor: 0%; IL-2 act: 7.6

Results for c1cncc(-c2nc(NCCCn3ccnc3)c3ccccc3n2)c1 ?
FUS yeast rescue: 9%; Abeta rescue: -7%; PLK1 PBD inh: -2%; EPAC1 antagonist: -4%; aSyn rescue: 1%; EPAC1 agonist: 0%; PI5P4Ka inh: 15; WRN inhibitor: -7%; IL-2 act: 0.7

What do the screens show for `Cc1ccc(/C(N)=N/OC(=O)Cc2cccc3ccccc23)cc1`?
FUS yeast rescue: 14%; Abeta rescue: 15%; PLK1 PBD inh: -10%; EPAC1 antagonist: -11%; aSyn rescue: -20%; EPAC1 agonist: 15%; PI5P4Ka inh: 20; WRN inhibitor: -7%; IL-2 act: -1.9

What do the screens show for `CCCN(C)C[C@@H]1Oc2ncc(Br)cc2C(=O)N([C@@H](C)CO)C[C@H]1C`?
FUS yeast rescue: -3%; Abeta rescue: -3%; PLK1 PBD inh: -4%; EPAC1 antagonist: 5%; aSyn rescue: -2%; EPAC1 agonist: 6%; PI5P4Ka inh: -4; WRN inhibitor: 5%; IL-2 act: 1.5

How did CN(c1ccccc1C(=O)NC1CC2CCC1C2)S(=O)(=O)c1ccccc1 (stereo not given) do in these assays?
Abeta rescue: 7%; PLK1 PBD inh: -13%; EPAC1 antagonist: -8%; aSyn rescue: -3%; EPAC1 agonist: 1%; PI5P4Ka inh: -5; WRN inhibitor: 10%; IL-2 act: 0.0

Results for COc1ccc(-n2nc3c(c2NC(=O)CBr)CSC3)cc1 ?
FUS yeast rescue: 36%; Abeta rescue: 13%; PLK1 PBD inh: -10%; EPAC1 antagonist: -6%; aSyn rescue: -1%; EPAC1 agonist: 1%; PI5P4Ka inh: -1; WRN inhibitor: -15%; IL-2 act: -2.4

How did Cc1ccc(OCC(=O)N2CCc3ccccc32)c([N+](=O)[O-])n1 do in these assays?
FUS yeast rescue: 14%; Abeta rescue: -8%; PLK1 PBD inh: -3%; EPAC1 antagonist: -22%; aSyn rescue: -2%; EPAC1 agonist: 8%; PI5P4Ka inh: 2; WRN inhibitor: -4%; IL-2 act: 0.4

How did Cc1cc(C)c2sc(N(CCCN(C)C)C(=O)c3ccc(S(=O)(=O)N(C)C4CCCCC4)cc3)nc2c1 do in these assays?
FUS yeast rescue: inconclusive; Abeta rescue: 5%; PLK1 PBD inh: 5%; EPAC1 antagonist: -15%; aSyn rescue: -16%; EPAC1 agonist: 45µM*; PI5P4Ka inh: -3; WRN inhibitor: -3%; IL-2 act: 4.1

Results for O=C(NCC(=O)N1CCc2ccccc2C1)c1ccccc1Cl ?
FUS yeast rescue: 5%; Abeta rescue: 2%; PLK1 PBD inh: 1%; EPAC1 antagonist: -12%; aSyn rescue: -3%; EPAC1 agonist: 1%; PI5P4Ka inh: -1; WRN inhibitor: 9%; IL-2 act: 0.5

How did O=C(CN1C2=NCCCN2c2ccccc21)c1cccc(Br)c1 do in these assays?
Abeta rescue: -15%; PLK1 PBD inh: 24µM*; EPAC1 antagonist: 1%; aSyn rescue: 9%; EPAC1 agonist: -5%; PI5P4Ka inh: -19; WRN inhibitor: 2%; IL-2 act: 0.5

Results for CC1(C)N=C(N)N=C(N)N1c1cccc(CN)c1 ?
FUS yeast rescue: -8%; Abeta rescue: 0%; PLK1 PBD inh: 0%; EPAC1 antagonist: 15%; aSyn rescue: 6%; EPAC1 agonist: 4%; PI5P4Ka inh: -8; WRN inhibitor: 5%; IL-2 act: 0.3

Results for O=C(Cc1cccs1)Nc1ccc(F)c(F)c1 ?
FUS yeast rescue: -1%; Abeta rescue: 4%; PLK1 PBD inh: -5%; EPAC1 antagonist: -7%; aSyn rescue: 13%; EPAC1 agonist: 0%; PI5P4Ka inh: -23; WRN inhibitor: -21%; IL-2 act: 0.0

Results for COc1cc(OC)c(NC(=O)CN(C)S(=O)(=O)c2ccc(-c3ccc(=O)[nH]n3)s2)cc1Cl ?
FUS yeast rescue: 4%; Abeta rescue: -2%; PLK1 PBD inh: -10%; EPAC1 antagonist: inconclusive; aSyn rescue: 1%; EPAC1 agonist: 7%; PI5P4Ka inh: -3; WRN inhibitor: -21%; IL-2 act: -0.9

Results for COC(=O)C(C(=O)OC)[C@@H]1C=C[C@H](C[N+](=O)[O-])N(C(C)=O)C1 ?
FUS yeast rescue: -18%; Abeta rescue: -4%; PLK1 PBD inh: -2%; EPAC1 antagonist: -11%; aSyn rescue: -6%; EPAC1 agonist: 3%; PI5P4Ka inh: 1; WRN inhibitor: 5%; IL-2 act: 0.1

What do the screens show for `O=C(Nc1ccc(Cl)cc1)ON=C1CCCC1`?
FUS yeast rescue: 11%; Abeta rescue: -95%[inhibitor]; PLK1 PBD inh: -3%; EPAC1 antagonist: 14%; aSyn rescue: -77%[inhibitor]; EPAC1 agonist: -5%; PI5P4Ka inh: 8; WRN inhibitor: 1%; IL-2 act: -0.4

Results for Cc1ccccc1NC(=O)NCCCN1CCN(C)CC1 ?
FUS yeast rescue: -27%; Abeta rescue: -26%; PLK1 PBD inh: 2%; EPAC1 antagonist: 18%; aSyn rescue: 0%; EPAC1 agonist: 18%; PI5P4Ka inh: 0; WRN inhibitor: 2%; IL-2 act: -4.1

What do the screens show for `FC(F)(F)c1cccc(CN2CCSCC2)c1`?
FUS yeast rescue: -7%; Abeta rescue: 8%; PLK1 PBD inh: -13%; EPAC1 antagonist: 2%; aSyn rescue: -6%; EPAC1 agonist: 2%; PI5P4Ka inh: 0; WRN inhibitor: 10%; IL-2 act: -1.5

What do the screens show for `CN(CCc1ccccc1)C(=O)c1ccc(NC(=O)Cc2cccc(NC(=O)C3CCN(C(=O)C4CCCCC4)CC3)c2)cc1`?
FUS yeast rescue: inconclusive; Abeta rescue: 7%; PLK1 PBD inh: 5%; EPAC1 antagonist: -20%; aSyn rescue: 8%; EPAC1 agonist: -3%; PI5P4Ka inh: -12; WRN inhibitor: -6%; IL-2 act: -0.1

How did Cn1nnnc1Sc1c(Cl)cccc1[N+](=O)[O-] do in these assays?
FUS yeast rescue: 4%; Abeta rescue: -11%; PLK1 PBD inh: 0%; EPAC1 antagonist: -6%; aSyn rescue: 1%; EPAC1 agonist: -10%; PI5P4Ka inh: 1; WRN inhibitor: -1%[57.1 µM]; IL-2 act: 2.3

What do the screens show for `COc1ccc(-c2ccnc(-c3ccc(O)cc3)n2)cc1`?
FUS yeast rescue: 1%; Abeta rescue: 12%; PLK1 PBD inh: -2%; EPAC1 antagonist: 4%; aSyn rescue: 3%; EPAC1 agonist: 7%; PI5P4Ka inh: 7; WRN inhibitor: -9%; IL-2 act: -3.3

What do the screens show for `Cc1ccc(CC(=O)Nc2cc(C)ccn2)cc1`?
FUS yeast rescue: -12%; Abeta rescue: 3%; PLK1 PBD inh: -13%; EPAC1 antagonist: -26%; aSyn rescue: -2%; EPAC1 agonist: 10%; PI5P4Ka inh: 1; WRN inhibitor: 3%; IL-2 act: 0.5

What do the screens show for `CCOc1ccc(S(=O)(=O)N2CCOCC2)cc1NC(=O)C1CCC1`?
FUS yeast rescue: 8%; Abeta rescue: -5%; PLK1 PBD inh: 3%; EPAC1 antagonist: -14%; aSyn rescue: -5%; EPAC1 agonist: -6%; PI5P4Ka inh: -3; WRN inhibitor: 4%; IL-2 act: -2.9

What do the screens show for `Cc1ccc(N2CCN(c3ccc(NC(=O)CCC(=O)O)cc3)CC2)cc1`?
Abeta rescue: 8%; PLK1 PBD inh: 5%; EPAC1 antagonist: -16%; aSyn rescue: 3%; EPAC1 agonist: -2%; PI5P4Ka inh: 0; WRN inhibitor: 9%; IL-2 act: 0.2

What do the screens show for `CC(=O)Nc1ccc(S(=O)(=O)N2CCN(C)CC2)cc1`?
FUS yeast rescue: 24%; Abeta rescue: -3%; PLK1 PBD inh: -7%; EPAC1 antagonist: 6%; aSyn rescue: -1%; EPAC1 agonist: 5%; WRN inhibitor: 8%; IL-2 act: -2.6

Compound activity from PubChem.

Hits appear at their usual frequency; any-hit rate near 4.1%.
